# GPR35 arrestin U2OS – GPR35 antagonists blocking zaprinast-driven arrestin recruitment, primary screen, imaging, U2OS, beta-arrestin-GFP, zaprinast agonist (AID 2058); inhibition, % at 10 µM; hits with a dose series show IC50 in µM; U2OS GPR35 beta-arrestin-GFP translocation imaging, zaprinast antagonism; higher % means a stronger effect; hit rate 0.052% among 290,000;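 active = inhibition of at least 50% with at least 30 cells and total cytoplasm GFP at most 10,000,000; inconclusive = under 30 cells or total GFP of 10,000,000 plus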
# LYP inhibition – inhibitors of LYP phosphatase, biochemical, fluorescence intensity, uHTS (AID 1779) | recombinant LYP phosphatase, fluorescence intensity; higher % means a stronger effect | inhibition, % at 11.5 µM, or IC50 in µM where a hit was titrated | hit rate 0.054% among 290,000; in the data active = inhibition above about 50%;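 note: plate controls were vehicle with enzyme for no effect and no enzyme for full effect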
# RSV antiviral HEp-2 – RSV antiviral activity via CPE protection, HEp-2 cells, primary 10 µM value included (AID 2391). HEp-2 cells, RSV-induced CPE inhibition; higher % means a stronger effect. one-dose CPE inhibition, % at 10 µM; IC50 in µM for titrated hits. hit rate 0.13% among 310,000; in the data active = a potency from the dose series; inconclusive = CPE inhibition mostly from about 23% at the one dose, without a potency; inactive = the rest, 99 in 100 with CPE inhibition below about 21%; note: strong numbers were not always called active
# Rac1 GTP hydrolysis – MgcRacGAP GTPase-activating activity inhibitors, confirmation, biochemical, ADP Hunter fluorescence. MgcRacGAP-stimulated Rac1 GTP hydrolysis, ADP Hunter fluorescence; higher % means a stronger effect; GST-tagged Rac1 F28L mutant substrate. one-dose inhibition, % at 30 µM; IC50 in µM for titrated hits. hit rate 0.6% among 340,000. AID 624330;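 active = first-screen hits whose inhibition reached a set limit at any dose in the follow-up dose series; inconclusive = inhibition above the set first-screen limit but never retested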;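 note: fluorescence reports GDP produced by GAP-driven GTP hydrolysis; strong numbers were not always called active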
# West Nile antiviral – West Nile virus antiviral activity, cell-based, CPE readout (AID 1621); hit rate 0.02% among 290,000; West Nile virus-infected cells, CPE inhibition; higher % means a stronger effect; one-dose CPE inhibition, % at 10 µM; IC50 in µM for titrated hits; in the data active = a potency from the dose series; inconclusive = CPE inhibition mostly from about 3.7% at the one dose, without a potency; inactive = the rest, 99 in 100 with CPE inhibition below about 2.2%; note: strong numbers were not always called active
# PhoP inhibition – inhibitors of PhoP regulon expression, primary screen, Salmonella Typhimurium, GFP reporter (AID 1863). hit rate 0.16% among 300,000. inhibition, % at 50 µM; hits with a dose series show IC50 in µM. S. Typhimurium PhoP-regulated promoter GFP reporter, 4 h; higher % means a stronger effect;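 active = inhibition over 29.93%, a cutoff 3 SD above the screen mean, later confirmed by dose response; inconclusive = inhibition over 29.93% but no dose response follow-up; inactive = inhibition at most 29.93% or unconfirmed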;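 note: 0% = low Mg2+ inducing control and 100% = high Mg2+ repressing control; strong numbers were not always called active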
# SV40 large T antigen – SV40 large T antigen inhibitors, biochemical (AID 1903). one-dose inhibition, % at 20 µM; IC50 in µM for titrated hits. SV40 large T antigen ATPase/helicase inhibition assay; higher % means a stronger effect. hit rate 0.39% among 310,000; in the data active = a potency from the dose series; inconclusive = inhibition mostly from about 32% at the one dose, without a potency; inactive = the rest, 99 in 100 with inhibition below about 32%; note: strong numbers were not always called active
# ER stress rescue – rescue of cells from ER stress-induced death, primary screen, 384-well, CSM14.1, thapsigargin, ATP luminescence (AID 1222); one-dose cellular ATP content (survival), % at 20 µM; EC50 in µM for titrated hits; CSM14.1 thapsigargin-induced death rescue, ATP luminescence; higher % means a stronger effect; 190,000 tested, under 10 active;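 active = EC50 below 50 µM in the dose-response confirmation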;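 note: death triggered by thapsigargin at about 15 µM added after 2 h compound pretreatment; cell ATP read after overnight thapsigargin exposure of roughly 18 to 22 hours; normalized against plate controls of thapsigargin alone and 5% DMSO vehicle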
# NS5 inhibitors – Dengue-2 NS5 methyltransferase inhibitors, primary screen, biochemical, confirmation dose response (AID 588689); hit rate 0.3% among 340,000; inhibition, % at 25 µM; hits with a dose series show IC50 in µM; Dengue-2 NS5 methyltransferase capping enzyme assay, biochemical; higher % means a stronger effect; in the data active = a potency from the dose series; inconclusive = inhibition above about 29% without an active follow-up result
# NS5 inhibitors pilot replicate – second read-out of NS5 inhibitors, no call of its own (marks repeat the call); inhibition, %; measured here: pilot screen replicate inhibition
# Active calls of the source: *; ? = inconclusive; nt = no result given.
SMILES,GPR35 arrestin U2OS,LYP inhibition,RSV antiviral HEp-2,Rac1 GTP hydrolysis,West Nile antiviral,PhoP inhibition,SV40 large T antigen,ER stress rescue,NS5 inhibitors,others
Cc1cc(C)c(S(=O)(=O)N(C2=NCCS2)S(=O)(=O)c2c(C)cc(C)cc2C)c(C)c1,-24%,1%,4.9%,4%,0.0%,4%,11%,-3.3%,nt,
OCCN1CNC(=S)NC1,-1%,-6%,2.4%,6%,0.1%,-12%,-3%,nt,-2%,
COC(=O)c1cc(NC2c3ccccc3C(=O)N2c2cccnc2)cc(C(=O)OC)c1 (centres undefined),-4%,-8%,7.8%,2%,-0.1%,-3%,11%,-0.8%,-3%,
COc1ccc(CCN2CC(C(=O)N(C)Cc3ccc(C)o3)CCC2=O)cc1 (centres undefined),2%,-7%,4.2%,12%,-0.6%,-2%,13%,nt,1%,
O=C(Nc1ccccc1NC(=O)c1ccccc1Cl)c1ccccc1Cl,2%,-9%,0.9%,3%,0.0%,-4%,6%,nt,-14%,
O=C(COC(=O)c1ccccc1)Nc1cccc(S(=O)(=O)NC2=NCCCCC2)c1,-6%,1%,2.1%,1%,0.4%,1%,2%,-0.7%,1%,
Cc1cccc2sc(N(CCCN(C)C)C(=O)c3nc4ccccc4s3)nc12,0%,5%,3.2%,3%,0.0%,13%,12%,5.2%,-5%,
C=CCN(c1ccc(C(=O)NC(C)C)cc1)S(C)(=O)=O,-1%,0%,0.3%,5%,0.2%,-5%,-3%,0.9%,1%,
CN1CC=C2C(C#N)=C(N)C(C#N)(C#N)C(CCc3ccccc3)C2C1 (centres undefined),?,-3%,0.7%,4%,0.0%,-36%,14%,-2.0%,?,
N#Cc1c(-n2cccc2C=O)sc2c1CCCC2,-7%,-6%,6.7%,5%,0.3%,6%,0%,-0.3%,nt,
COc1cc(C(=O)NC2Cc3ccccc3C2)ccc1OC1CCN(C(C)=O)CC1,6%,-11%,0.5%,2%,-0.6%,2%,8%,nt,-1%,
Cc1nc([N+](=O)[O-])c(Sc2nc3ccccc3[nH]2)n1Cc1ccccc1,-8%,-6%,3.3%,13%,?,10%,3%,2.7%,-7%,
O=c1[nH]c(CN2CCN(c3ccc(F)cc3)CC2)nc2ccccc12,0%,-9%,1.2%,15%,-0.2%,17%,6%,3.1%,6%,
O=C(Nc1ccccc1F)c1ccc(Br)o1,-5%,-4%,1.0%,0%,0.3%,0%,12%,-4.4%,1%,
COC(=O)CN1C(=O)[C@H]2[C@@H](c3ccc(C)o3)N3C(=O)CN(Cc4ccccn4)C(=O)[C@@]3(C)[C@H]2C1=O,2%,-13%,-0.7%,3%,-0.6%,4%,21%,nt,-9%,
COc1ccc(-c2nc(CSCC(=O)N3CCN(C)CC3)c(C)o2)cc1OC,-9%,-4%,1.0%,3%,-0.6%,12%,5%,1.6%,1%,
COC(=O)C1=C(C)N(Cc2ccccc2)C(=O)/C1=C\c1ccco1,9%,1%,6.1%,6%,0.1%,-1%,12%,nt,-2%,
OC(c1ccccc1)C(CN1CCOCC1)c1ccccc1 (centres undefined),-12%,-8%,0.8%,7%,-0.1%,-5%,24%,nt,-1%,
CCCc1[nH]nc2c1C(CCC)C(C#N)=C(N)O2 (centres undefined),7%,-3%,1.9%,-1%,-0.1%,9%,12%,1.1%,1%,
Cc1cc(C)c2ccc3c(C)c(C)nc3c2[nH]1,13%,-2%,18%,1%,-0.9%,-1%,8%,0.9%,3%,
CCOc1ccc(C/C(O)=C2\C(=O)CC(C)(C)CC2=NCC(=O)O)cc1OCC,-1%,-4%,-0.9%,nt,0.1%,-7%,8%,1.2%,nt,
CCOC(=O)N1CCN(C(=O)c2ccccc2NC(=O)c2ccc(C(C)(C)C)cc2)CC1,7%,-2%,2.7%,0%,-0.3%,6%,-4%,-3.2%,-8%,
Cc1cc(=O)oc2c(C)c(OCC(=O)NCCN3CCOCC3)ccc12,5%,-4%,0.8%,15%,-0.4%,-7%,9%,nt,2%,
O=C(CN1C(=O)S/C(=C\c2ccccc2F)C1=O)Nc1ccccc1O,-3%,-4%,-0.7%,7%,-0.5%,6%,8%,nt,-18%,
Cc1cc(C)c(NC(=O)CN2C(=O)NC3(CCCCC3)C2=O)c(Cl)c1,10%,-7%,0.4%,7%,-0.4%,-3%,1%,0.1%,-5%,

# Of the compounds above, 3 contain fluorine:
SMILES,GPR35 arrestin U2OS,LYP inhibition,RSV antiviral HEp-2,Rac1 GTP hydrolysis,West Nile antiviral,PhoP inhibition,SV40 large T antigen,ER stress rescue,NS5 inhibitors,others
O=c1[nH]c(CN2CCN(c3ccc(F)cc3)CC2)nc2ccccc12,0%,-9%,1.2%,15%,-0.2%,17%,6%,3.1%,6%,
O=C(Nc1ccccc1F)c1ccc(Br)o1,-5%,-4%,1.0%,0%,0.3%,0%,12%,-4.4%,1%,
O=C(CN1C(=O)S/C(=C\c2ccccc2F)C1=O)Nc1ccccc1O,-3%,-4%,-0.7%,7%,-0.5%,6%,8%,nt,-18%,

# Remaining list, next part
SMILES,GPR35 arrestin U2OS,LYP inhibition,RSV antiviral HEp-2,Rac1 GTP hydrolysis,West Nile antiviral,PhoP inhibition,SV40 large T antigen,ER stress rescue,NS5 inhibitors,others
CCC1CCCCN1C(=S)Nc1cccc(S(=O)(=O)N(C)C)c1 (centres undefined),-6%,-3%,2.8%,5%,-0.8%,-1%,7%,0.4%,-2%,
Fc1ccc(C2=Nc3cccc4cccc(c34)N2)cc1,8%,-4%,1.1%,16%,0.4%,2%,-4%,1.7%,10%,
O=C(NCCC1=CCCCC1)c1cc(S(=O)(=O)N2CCCCC2)ccc1Cl,nt,nt,0.3%,-3%,nt,9%,11%,nt,4%,
CC(=O)Nc1nc(SCCCc2ccccc2)n[nH]1,7%,-8%,0.5%,-1%,-0.2%,5%,26%,0.7%,nt,
CSc1ncc(CN2CCCC(C(=O)c3ccc(C(C)(C)C)cc3)C2)cn1 (centres undefined),-1%,-4%,9.0%,-1%,-1.5%,9%,4%,1.3%,14%,
CCC(=O)NC(c1ccccc1OC)c1ccc2cccnc2c1O (centres undefined),-2%,-2%,1.3%,3%,?,-3%,9%,2.3%,-5%,
CC(C)NC(=O)CNc1ccc(C(F)(F)F)cc1[N+](=O)[O-],1%,-5%,0.6%,3%,-0.8%,3%,11%,-0.7%,-23%,
COc1ccc(Cl)cc1NCCC(O)c1ccc(F)cc1 (centres undefined),-6%,-7%,0.6%,11%,-0.9%,11%,2%,nt,1%,
Cc1ccc(Cl)cc1NS(=O)(=O)Cc1ccccc1,-1%,-10%,0.2%,-4%,-0.9%,0%,5%,nt,3%,
COc1cc(S(=O)(=O)N2CCCN(C)CC2)ccc1NC(C)=O,-5%,-6%,0.2%,4%,-0.8%,-5%,11%,nt,-4%,
O=C(O)CCN1C(=O)/C(=C2\C(=O)N(Cc3ccccc3Cl)c3ccccc32)SC1=S,-6%,3%,?,15%,-0.8%,4%,14%,nt,22%,
CNCCOc1nc(N2CCOCC2)nc(C)c1[N+](=O)[O-],-11%,0%,7.2%,11%,-0.1%,-7%,8%,-2.1%,3%,
CCOC(=O)c1c(C)[nH]c(N=Nc2ccccc2C)c1C,-15%,0%,?,13%,-0.7%,-5%,9%,-1.7%,1%,
Cc1ccc(S(=O)(=O)Nc2cc(C)on2)cc1,22%,-9%,0.0%,-4%,0.3%,-3%,-4%,nt,-1%,
O=C(COc1ccccc1)Nc1ccc(N2CCCCC2)cc1,nt,nt,3.3%,1%,nt,3%,6%,nt,-10%,
Cc1nnc(NC(=O)CSc2nnc(CCc3nc4ccccc4[nH]3)n2C)s1,6%,-8%,0.4%,4%,-0.4%,-2%,11%,0.8%,6%,
CC1CCCN(CCCNC(=O)c2nn(C)c3c2CSc2ccccc2-3)C1 (centres undefined),-1%,-7%,-1.6%,17%,1.0%,16%,6%,nt,-1%,
COc1ccc(/C=C(\C#N)C(=O)NCc2cccnc2)cc1OC,-9%,-4%,0.3%,1%,-0.1%,-6%,21%,0.1%,-2%,
O=C(c1ccco1)N1CCN(Cc2ccc(F)cc2Cl)CC1,14%,-9%,0.2%,13%,-0.8%,3%,4%,nt,-4%,NS5 inhibitors pilot replicate=0.0
COc1ccc2[nH]cc(CCNC(=O)c3ccc([N+](=O)[O-])cc3)c2c1,5%,-4%,2.4%,3%,-0.3%,-7%,25%,1.4%,-6%,
CC(=O)Nc1ccc(S(=O)(=O)N2CCCN(S(=O)(=O)c3ccc(C)cc3)CC2)cc1,1%,-4%,0.1%,8%,-0.2%,-10%,0%,-0.3%,-2%,
COc1ccc(S(=O)(=O)NCc2cccs2)cc1,10%,-10%,3.1%,1%,-0.5%,3%,9%,1.3%,-5%,
Cc1ccc(CCNC(=O)CN(c2cc(C)cc(C)c2)S(=O)(=O)c2c(C)noc2C)cc1,-4%,1%,0.7%,10%,-0.7%,-8%,12%,nt,-10%,
COc1ccc(CCC(=O)OCC(=O)Nc2ccccc2)cc1,-18%,-7%,1.4%,6%,0.1%,-6%,8%,nt,0%,
COC(=O)Cc1ccc(NC(=S)N2CCN(CCO)CC2)cc1,nt,nt,1.1%,7%,nt,nt,16%,nt,-12%,
C[C@H]1C=C(C(=O)N2CCOCC2)O[C@@H](OCc2ccc(CO)cc2)C1,8%,-6%,-0.8%,11%,nt,-2%,3%,0.1%,3%,
COc1ccc(OC)c(S(=O)(=O)N2CCN(Cc3ccccc3)CC2)c1,-7%,-6%,0.8%,-4%,-0.1%,-3%,17%,nt,-16%,
Cc1ccc(C)c(N2CCN(C(=O)c3cc(S(=O)(=O)N4CCCC4)cn3C)CC2)c1,0%,-10%,2.4%,5%,-1.1%,nt,8%,nt,-7%,

# By substructure, the entries above with a thiophene ring, fused or not
SMILES,GPR35 arrestin U2OS,LYP inhibition,RSV antiviral HEp-2,Rac1 GTP hydrolysis,West Nile antiviral,PhoP inhibition,SV40 large T antigen,ER stress rescue,NS5 inhibitors,others
N#Cc1c(-n2cccc2C=O)sc2c1CCCC2,-7%,-6%,6.7%,5%,0.3%,6%,0%,-0.3%,nt,
COc1ccc(S(=O)(=O)NCc2cccs2)cc1,10%,-10%,3.1%,1%,-0.5%,3%,9%,1.3%,-5%,

# Filtered by structure, the entries above containing a tert-butyl group
SMILES,GPR35 arrestin U2OS,LYP inhibition,RSV antiviral HEp-2,Rac1 GTP hydrolysis,West Nile antiviral,PhoP inhibition,SV40 large T antigen,ER stress rescue,NS5 inhibitors,others
CCOC(=O)N1CCN(C(=O)c2ccccc2NC(=O)c2ccc(C(C)(C)C)cc2)CC1,7%,-2%,2.7%,0%,-0.3%,6%,-4%,-3.2%,-8%,
CSc1ncc(CN2CCCC(C(=O)c3ccc(C(C)(C)C)cc3)C2)cn1 (centres undefined),-1%,-4%,9.0%,-1%,-1.5%,9%,4%,1.3%,14%,

# Compound activity: PubChem BioAssay, several laboratories
